# HRas wt GTP bind = modulators of GTP binding to human HRas wildtype; 190,000 compounds, 0.14% hits; GST-Ras wt beads, Bodipy-FL-GTP binding, flow cytometry; actives lie on both sides; P01112; GTP binding activity, % at 10 µM;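 active means GTP binding activity at least 20% away from the 100% baseline, either lowered as inhibitor or raised as activator; inconclusive means flagged as likely green fluorescent, judged across all proteins in the well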;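 further: 0% = unlabeled GTP competition control and 100% = no-compound control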
# Target sequence (P01112 whole entry, looked up): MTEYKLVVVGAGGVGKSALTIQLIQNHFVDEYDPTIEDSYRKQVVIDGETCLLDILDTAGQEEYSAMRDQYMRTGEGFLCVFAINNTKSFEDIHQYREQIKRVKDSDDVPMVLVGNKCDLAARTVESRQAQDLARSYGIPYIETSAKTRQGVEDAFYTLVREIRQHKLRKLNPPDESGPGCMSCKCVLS
# Avidin fluor = avidin bead compound fluorescence profile. Avidin beads, compound fluorescence 488/530 nm, flow cytometry; active compounds read high. fluorescence (KMESF) at 10 µM. 220,000 compounds, 0.38% hits. AID 1775; in the data active means fluorescence above about 47; further: inactives centre near 10
# Rac1 wt modul = modulators of human Rac1 wildtype GTP binding; P63000; GST-Rac1 beads, fluorescent GTP binding, flow cytometry; actives lie on both sides; 0 = cold GTP competed, 100 = untreated; GTP binding activity (% of control), % at 10 µM; 190,000 compounds, 0.27% hits;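 active means GTP binding activity at least 20 points away from the 100% control level, either lower or higher; inconclusive means compound flagged as likely green fluorescent, judged across all proteins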
# Pf gamet viab = inhibitors of late stage P. falciparum gametocyte viability | P. falciparum stage V gametocytes, ATP luminescence, 24 h | inhibition, % at 10.9 µM | 150,000 compounds, 0.065% hits | AID 743093;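 active means inhibition above the mean plus 3 SD of compounds within the control limits, set per campaign, cut at about 38% in these data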;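 further: 0% = DMSO wells and 100% = medium only without gametocytes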
# Cdc42 wt GTP = human Cdc42 wildtype GTP binding change, either direction. AID 761. 190,000 compounds, 0.2% hits. GST-Cdc42 beads, Bodipy-GTP binding, flow cytometry; actives lie on both sides. P60953. percent activity (GTP binding), % at 10 µM;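 active means percent activity GTP binding at least 20 points away from the 100% baseline, either down as inhibitor or up as activator; inconclusive means compound flagged as likely green fluorescent from well-wide comparison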;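 further: median bead fluorescence of bound Bodipy-FL-GTP at 100 nM; 0% = excess unlabeled GTP control and 100% = no compound control; below 100% means less GTP binding so inhibitor and above means activator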
# Target sequence (P60953 whole entry, looked up): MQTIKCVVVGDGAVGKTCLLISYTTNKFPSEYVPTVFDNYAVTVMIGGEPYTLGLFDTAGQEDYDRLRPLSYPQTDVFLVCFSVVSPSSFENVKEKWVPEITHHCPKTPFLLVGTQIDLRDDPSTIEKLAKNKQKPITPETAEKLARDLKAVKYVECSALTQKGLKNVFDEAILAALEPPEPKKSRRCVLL
# Rab7 wt GTP bind = alters GTP binding to wildtype dog Rab7; GST-Rab7 beads, fluorescent GTP binding, flow cytometry; actives lie on both sides; untreated = 100%, excess cold GTP = 0%; GTP binding activity (percent of control), % at 10 µM; 190,000 compounds, 0.055% hits; AID 758;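 active means fluorescent GTP binding to Rab7 beads changed by at least 20 points from the 100% baseline, either direction, mostly lower; inconclusive means compound itself probably fluorescent, or too few beads counted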;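 further: median green fluorescence of bound Bodipy-FL-GTP per Rab7 bead population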
# ABCB1 block = inhibitors of human ABCB1 transporter, ABCG2 counter-screen; CCRF-Adr cells, JC-1 efflux, flow cytometry; P08183; 190,000 compounds, 0.067% hits; inhibition, % at 6.6 µM; in the data active means inhibition above about 40%;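 further: 0% = vehicle and 100% = reference inhibitor; higher value means more JC-1 retained so stronger ABCB1 efflux block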
# Rab2A wt mod = changes GTP binding to wildtype dog Rab2A, up or down; P61105; GST-Rab2 wt beads, Bodipy-GTP binding, flow cytometry; GTP binding activity, % at 10 µM; 190,000 compounds, 0.19% hits;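 active means GTP binding activity at least 20 points away from 100%, either lowered or raised; inconclusive means signal likely due to the compound's own green fluorescence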;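 further: 0% = beads with excess unlabeled GTP and 100% = no-compound control corrected for plate trend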
# Mcl1 Noxa PPI = Mcl-1/Noxa interaction inhibition; Q07820; TR-FRET Mcl-1/Noxa peptide binding, 2 h; inhibition, % at 21.7 µM; 220,000 compounds, 1.5% hits;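 active means compounds that cut the protein-peptide binding signal by more than 50% relative to plate controls in a single-dose test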;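 further: His-tagged Mcl-1 with rhodamine Noxa BH3 peptide and terbium anti-His antibody; 0% = Mcl-1 plus Noxa peptide wells and 100% = peptide-only wells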
# Target sequence (Q07820 whole entry, looked up): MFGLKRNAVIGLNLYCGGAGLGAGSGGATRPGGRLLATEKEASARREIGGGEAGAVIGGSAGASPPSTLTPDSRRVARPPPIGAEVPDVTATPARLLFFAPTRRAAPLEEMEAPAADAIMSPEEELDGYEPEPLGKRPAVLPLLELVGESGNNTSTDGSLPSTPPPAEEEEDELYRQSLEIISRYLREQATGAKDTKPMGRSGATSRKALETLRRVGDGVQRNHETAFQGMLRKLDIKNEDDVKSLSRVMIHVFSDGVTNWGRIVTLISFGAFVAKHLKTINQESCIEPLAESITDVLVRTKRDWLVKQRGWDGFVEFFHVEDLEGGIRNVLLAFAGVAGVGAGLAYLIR
# Rac1 mut GTP = human Rac1 activated mutant GTP binding change; GST-Rac1 activated beads, fluorescent GTP binding, flow cytometry; actives lie on both sides; 100% means binding = to untreated wells; percent activity (GTP binding), % at 10 µM; 190,000 compounds, 0.11% hits; AID 764;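 active means GTP binding at least 20 percentage points away from the 100% baseline, in either direction, so actives lie on both sides; inconclusive means Compound likely fluorescent itself, or too few beads counted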
# ABCG2 block = inhibitors of human ABCG2 transporter, ABCB1 counter-screen | IgMXP3 cells, JC-1 efflux, flow cytometry | Q9UNQ0 | AID 1325 | 190,000 compounds, 0.1% hits | inhibition, % at 6.6 µM;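 active means inhibition above 80%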;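 further: 0% = DMSO and 100% = nicardipine control wells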
#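 Read-out basis: Efflux inhibition in percent versus controls | Test system: ABCG2 IgMXP3 and barcoded ABCB1 CCRF-Adr cell mix | Quantity: 3 million cells/mL in well | Schedule: 10 min at 25 °C | Control set: Nicardipine as high control, DMSO as low control | Reagent: JC-1 as fluorescent efflux pump substrate | Signal: Flow cytometry of retained JC-1 fluorescence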
# * hit, by the source's call; ? = inconclusive; nt = no result given.
SMILES,HRas wt GTP bind,Avidin fluor,Rac1 wt modul,Pf gamet viab,Cdc42 wt GTP,Rab7 wt GTP bind,ABCB1 block,Rab2A wt mod,Mcl1 Noxa PPI,Rac1 mut GTP,ABCG2 block
CC(=O)c1c(NCc2ccccc2)nc(=O)n(-c2ccccc2)c1C,99.0,20,101.0,1.3,101.0,101.0,0.4,101.0,3.9,98.0,0.6
COc1cccc(NC(=O)COC(=O)Cc2ccc(Cl)cc2)c1,90.0,13,89.0,nt,88.0,98.0,0.7,91.0,2.2,88.0,15.5
Cc1cc(C)c(NC(=O)Cn2cnc3c(oc4ccccc43)c2=O)c(C)c1,99.0,9,99.0,nt,95.0,97.0,0.7,97.0,-8.8,98.0,15.4
CN(C(=O)COC(=O)c1ccc2c(c1)OCCO2)c1ccccc1,97.0,10,99.0,nt,95.0,96.0,1.0,94.0,12.5,97.0,7.8
CCC(Sc1nc2cc3c(cc2c(=O)n1Cc1ccco1)OCO3)C(=O)Nc1ccccc1OC (stereo unspecified),?,29,?,-19.6,?,?,4.0,?,-17.0,?,6.1
Cc1cc(NC(=O)c2ccccc2F)on1,101.0,4,105.0,nt,103.0,102.0,0.0,98.0,19.9,102.0,-0.9
CCOC(=O)c1cnn(-c2cccc(Cl)c2)c1N,102.0,12,103.0,15.5,102.0,101.0,0.3,99.0,-7.5,99.0,3.2
CCCc1c(O)nc(SCCN(CCC)CCC)[nH]c1=O,101.0,7,100.0,3.8,99.0,99.0,0.1,100.0,15.8,99.0,0.3
C#CCOCCOCCOCCNc1nc(N2CCN(C(=O)[C@H](Cc3cc4ccccc4[nH]3)n3cc([C@@H](N)C(C)CC)nn3)CC2)nc(N2CCN(C(=O)[C@H](Cc3cc4ccccc4[nH]3)n3cc([C@@H](N)CC(C)C)nn3)CC2)n1 (stereo partly specified),97.0,7,100.0,nt,97.0,95.0,-0.2,95.0,27.2,99.0,-1.0
NNC(=O)CN1C(c2ccccc2Br)=Nc2ccc(Br)cc2C1c1ccccc1 (stereo unspecified),96.0,7,98.0,-5.8,89.0,97.0,0.9,96.0,15.8,95.0,0.4
COC(=O)c1ccccc1Oc1ccc(NC(=O)C(C)(C)CCl)cc1,99.0,8,98.0,8.9,94.0,106.0,-0.2,100.0,4.6,94.0,1.1
O=C(CSc1ccc2c(c1)OCCO2)Nc1ncc(Cl)cc1Cl,103.0,12,105.0,nt,105.0,102.0,0.3,100.0,14.2,101.0,3.1
Cc1ccc(C(=O)Nc2ccc3c(c2)nc2n3CCSC2)cc1,100.0,10,110.0,-8.4,101.0,100.0,0.2,96.0,-4.1,103.0,-0.1
Cc1cc(C)n(-c2ccc(C)c(Cl)c2)n1,101.0,3,99.0,16.9,99.0,95.0,-0.1,100.0,0.1,100.0,-0.7
CSc1nc(-c2ccc(Cl)cc2)nn1C(=O)c1ccco1,99.0,45,102.0,nt,101.0,99.0,0.5,100.0,-2.4,99.0,3.3
c1ccc(-c2nc(NCc3cccnc3)c3oc4ccccc4c3n2)cc1,?,14,?,-14.1,?,?,1.7,?,36.1,?,5.5
O=C(COC(=O)Cc1n[nH]c(=O)c2ccccc12)Nc1cccc(C(F)(F)F)c1,98.0,9,102.0,20.5,98.0,97.0,0.3,99.0,12.1,98.0,5.0
Clc1ccc2c(NCc3ccccn3)ncnc2c1,98.0,7,103.0,3.8,100.0,100.0,0.1,99.0,-14.4,101.0,1.8
CC(C)C(NC(=O)OCc1ccccc1)C(=O)OCC(=O)NCc1ccco1 (stereo unspecified),101.0,9,106.0,14.8,100.0,96.0,0.3,98.0,36.0,97.0,1.6
CCNC(=O)N(C(=O)NCC)n1c(C)nnc1C,101.0,26,105.0,nt,102.0,100.0,0.4,100.0,-6.2,99.0,-1.0
COC(=O)CCC(=O)N1CCOCCOCCN(C(=O)CCC(=O)OC)CCOCCOCC1,99.0,5,101.0,nt,98.0,94.0,1.4,100.0,20.3,99.0,7.4
COC(=O)Cn1nc(-c2ccc(C)c(S(=O)(=O)N(C)C)c2)c2ccccc2c1=O,101.0,4,104.0,nt,102.0,100.0,0.3,101.0,9.0,100.0,0.8
CC(C)C(NC(=O)COc1ccccc1)C(=O)O (stereo unspecified),101.0,6,103.0,nt,102.0,100.0,0.7,100.0,9.0,101.0,3.2
c1ccc(N2CCN(c3ccccc3)C2c2cccnc2)cc1,99.0,34,100.0,-5.5,102.0,97.0,2.1,98.0,22.7,97.0,24.1
N#Cc1cc2cc3c(cc2nc1N1CCCCC1)OCCO3,99.0,31,102.0,nt,101.0,100.0,-0.6,100.0,6.4,100.0,35.0
COc1ccc2c(c1)OC/C(=C/c1cccs1)C2=O,98.0,22,103.0,-25.3,101.0,96.0,0.9,97.0,1.2,99.0,13.0
COC(=O)C1CCN(C(=O)c2cc(=O)[nH]c3ccccc23)CC1,99.0,10,95.0,11.9,100.0,96.0,0.7,100.0,3.3,94.0,2.6
Cc1cc(=O)[nH]c(SCC(=O)Nc2ccc(Br)cn2)n1,99.0,13,96.0,nt,99.0,101.0,0.2,100.0,7.9,98.0,5.2
Cc1cccn2c(=O)c3cc(C(=O)NC(C)C)c(=N)n(Cc4ccncc4)c3nc12,102.0,7,101.0,nt,102.0,103.0,-0.2,101.0,12.6,100.0,7.1
CCOC(=O)CN1CC23C=CC(O2)C(C(=O)Nc2ccc(C(C)=O)cc2)C3C1=O (stereo unspecified),99.0,10,105.0,nt,101.0,99.0,0.3,101.0,7.8,98.0,2.4
COc1ccc2c(c1)CC(=O)NC=C2,94.0,6,94.0,-2.1,89.0,92.0,0.3,94.0,-0.7,97.0,-0.7
COc1cc(NC(=O)CN(c2cc(C)cc(C)c2)S(=O)(=O)c2c(C)noc2C)cc(OC)c1,102.0,8,106.0,nt,103.0,99.0,0.7,102.0,6.7,102.0,2.8
CC(C)OCC(O)CN1CCN(C(c2ccccc2)c2ccccc2)CC1 (stereo unspecified),94.0,15,96.0,3.3,94.0,94.0,0.3,94.0,29.9,96.0,4.6
COc1ccc(NC(=O)C2CCN(C(=O)NC3CCCCC3)CC2)c(OC)c1,99.0,39,96.0,-0.3,98.0,99.0,0.1,96.0,-6.3,96.0,0.6
COCCCNCCCCOc1ccc(OCc2ccccc2)cc1,100.0,9,101.0,-7.2,100.0,103.0,0.5,100.0,18.7,98.0,1.1
N#Cc1sc2nc(-c3cccs3)cc(-c3ccccc3)c2c1N,99.0,22,101.0,nt,96.0,102.0,-0.3,98.0,3.0,97.0,-0.4
S=C(NCc1ccco1)Nc1cccc(Cl)c1,99.0,4,98.0,nt,98.0,99.0,0.8,98.0,8.6,97.0,9.0
Cc1cc(C(F)(F)F)n2nc(C(=O)O)c(Cl)c2n1,97.0,33,100.0,-9.1,99.0,99.0,-0.2,100.0,20.5,97.0,0.0
O=C(COC(=O)c1ccccc1)Nc1cc(Cl)ccc1Oc1ccccc1,101.0,22,107.0,15.6,103.0,102.0,0.9,100.0,7.0,99.0,58.8
CCN1CCN(Cc2c(O)ccc3c2O/C(=C\c2ccc(C)cc2)C3=O)CC1,92.0,11,94.0,17.8,95.0,93.0,-0.2,94.0,5.7,92.0,-0.9
C/C(=N\S(=O)(=O)c1ccc(C)cc1)N1CCN(S(=O)(=O)c2ccccc2)C1C(C)C (stereo unspecified),101.0,6,102.0,nt,103.0,98.0,0.4,99.0,2.6,99.0,0.9
CCN(CCO)C(=S)Nc1cc(C(=O)OC)ccc1C(=O)OC,99.0,4,107.0,-2.2,102.0,98.0,0.4,98.0,29.6,101.0,33.6
Cc1cccc(/C(N)=N/OC(=O)Cc2ccccc2)c1,97.0,8,94.0,-49.8,94.0,101.0,0.6,98.0,-13.1,94.0,1.8
Cc1ccccc1NS(=O)(=O)c1cc(C(=O)NCc2ccco2)ccc1C,98.0,14,98.0,nt,96.0,99.0,-0.1,97.0,16.6,95.0,0.5

# 10 consecutive records already listed:
SMILES,HRas wt GTP bind,Avidin fluor,Rac1 wt modul,Pf gamet viab,Cdc42 wt GTP,Rab7 wt GTP bind,ABCB1 block,Rab2A wt mod,Mcl1 Noxa PPI,Rac1 mut GTP,ABCG2 block
COc1ccc2c(c1)CC(=O)NC=C2,94.0,6,94.0,-2.1,89.0,92.0,0.3,94.0,-0.7,97.0,-0.7
COc1cc(NC(=O)CN(c2cc(C)cc(C)c2)S(=O)(=O)c2c(C)noc2C)cc(OC)c1,102.0,8,106.0,nt,103.0,99.0,0.7,102.0,6.7,102.0,2.8
CC(C)OCC(O)CN1CCN(C(c2ccccc2)c2ccccc2)CC1 (stereo unspecified),94.0,15,96.0,3.3,94.0,94.0,0.3,94.0,29.9,96.0,4.6
COc1ccc(NC(=O)C2CCN(C(=O)NC3CCCCC3)CC2)c(OC)c1,99.0,39,96.0,-0.3,98.0,99.0,0.1,96.0,-6.3,96.0,0.6
COCCCNCCCCOc1ccc(OCc2ccccc2)cc1,100.0,9,101.0,-7.2,100.0,103.0,0.5,100.0,18.7,98.0,1.1
N#Cc1sc2nc(-c3cccs3)cc(-c3ccccc3)c2c1N,99.0,22,101.0,nt,96.0,102.0,-0.3,98.0,3.0,97.0,-0.4
S=C(NCc1ccco1)Nc1cccc(Cl)c1,99.0,4,98.0,nt,98.0,99.0,0.8,98.0,8.6,97.0,9.0
Cc1cc(C(F)(F)F)n2nc(C(=O)O)c(Cl)c2n1,97.0,33,100.0,-9.1,99.0,99.0,-0.2,100.0,20.5,97.0,0.0
O=C(COC(=O)c1ccccc1)Nc1cc(Cl)ccc1Oc1ccccc1,101.0,22,107.0,15.6,103.0,102.0,0.9,100.0,7.0,99.0,58.8
CCN1CCN(Cc2c(O)ccc3c2O/C(=C\c2ccc(C)cc2)C3=O)CC1,92.0,11,94.0,17.8,95.0,93.0,-0.2,94.0,5.7,92.0,-0.9

# An unsorted share of the library; about 2.3% have a hit in one of these screens.
